esBAF inh: Bmi1 luciferase reporter increase in mESCs, primary screen, esBAF inhibitor project, mouse ES cells, Bmi1 luciferase knock-in, single point. reporter increase, % at 12.5 µM. 350,000 compounds, 2% hits. 24 h; 100% = twice the neutral-well signal; in the data active = activation above about 40%;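 note: 0% = median of the plate's neutral control wells and 100% = double that signal; a rise in the Bmi1 reporter signal indicates esBAF inhibition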
E-selectin induc: E-selectin induction in HUVECs, primary screen, imaging, HUVEC, immunofluorescence imaging, single point; P16581; normalized: neutral wells 0, TNF-alpha wells 100; activation, % at 7.58 µM; 260,000 compounds, 0.37% hits; AID 686992, 2013;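 active = mean E-selectin-positive cell signal at least 10% of the positive control, reached in at least 60% of replicates, without over 20% cell loss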;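 note: in these data hits start at about 27%; measured in HUVEC primary endothelial cells; signal is the percent of cells scored E-selectin positive by PE staining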
Target sequence (P16581 whole entry, looked up): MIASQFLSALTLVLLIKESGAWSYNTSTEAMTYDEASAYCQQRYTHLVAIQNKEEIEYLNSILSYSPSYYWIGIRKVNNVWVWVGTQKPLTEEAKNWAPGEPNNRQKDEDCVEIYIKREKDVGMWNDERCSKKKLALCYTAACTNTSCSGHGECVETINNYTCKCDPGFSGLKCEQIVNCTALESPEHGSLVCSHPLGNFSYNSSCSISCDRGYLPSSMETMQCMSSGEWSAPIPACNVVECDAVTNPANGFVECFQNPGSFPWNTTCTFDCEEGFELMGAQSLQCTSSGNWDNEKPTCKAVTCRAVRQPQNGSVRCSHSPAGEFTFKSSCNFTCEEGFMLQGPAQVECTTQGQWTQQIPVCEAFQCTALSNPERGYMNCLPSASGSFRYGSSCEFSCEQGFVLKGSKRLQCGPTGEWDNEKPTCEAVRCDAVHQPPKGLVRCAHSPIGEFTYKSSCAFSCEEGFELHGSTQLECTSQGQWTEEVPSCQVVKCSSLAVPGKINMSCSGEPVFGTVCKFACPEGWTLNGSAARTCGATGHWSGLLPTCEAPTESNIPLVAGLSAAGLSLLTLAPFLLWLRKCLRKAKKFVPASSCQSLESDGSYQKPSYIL
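Read-out basis: % PE-positive cells; Test system: HUVEC primary endothelial cells; Technique: immunofluorescence imaging; Dosing: single-point compound dose.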
RAD52 anneal inh: RAD52 DNA annealing inhibitors, primary screen, biochemical, FRET, single point, set 2. DNA repair protein RAD52 homolog (Homo sapiens), P43351. recombinant RAD52 DNA annealing, FRET fluorescence. inhibition, % at 18.7 µM. 360,000 compounds, 0.46% hits;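 active = every replicate showing at least 50% inhibition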
RAD54 inh: inhibitors of human RAD54 branch migration, primary screen, biochemical, fluorescence, single point; DNA repair and recombination protein RAD54-like (Homo sapiens), Q92698; 360,000 compounds, 0.14% hits; inhibition, % at 10.4 µM; RAD54 Holliday junction branch migration, FAM/BHQ fluorescence;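 active = mean normalized replicate activity at least 40 and at least half of replicates scoring 40 or more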;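 note: 0% = median of neutral control wells and 100% = median of positive control wells; inhibitors cause a drop in the FAM fluorescence signal; in these data hits start at about 50%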
S100A4 MyoIIA: inhibitors of S100A4-myosin IIA peptide binding, primary screen, biochemical, fluorescence polarization, TAMRA-MyoIIA peptide. inhibition, % at 10.7 µM. 360,000 compounds, 0.14% hits;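 active = mean inhibition of at least 70% across replicates, with every replicate also reaching that level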
Target sequence (P26447 whole entry, looked up): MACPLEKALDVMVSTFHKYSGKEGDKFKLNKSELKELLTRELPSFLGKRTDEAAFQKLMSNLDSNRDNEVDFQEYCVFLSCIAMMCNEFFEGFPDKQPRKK
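Assay system: human S100A4 monomer with TAMRA-labelled myosin IIA peptide / Buffer or medium: Calcium-containing HEPES buffer, pH 7.2 / Reagent: TAMRA-labelled myosin IIA heavy-chain peptide probe, 5 nM / Compound: one dose per compound / Timing: polarization read 5 min after assay mix addition, stable 5–60 min / Benchmarks: neutral control DMSO, positive control TFP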
ERp5 block: inhibitors of ERp5-driven insulin aggregation, primary screen, biochemical, turbidity, absorbance 650 nm, single point; 350,000 compounds, 0.05% hits; 90 min; inhibition, % at 9.99 µM; Protein disulfide-isomerase A6 (Homo sapiens), Q15084;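 active = mean replicate inhibition above about 25%, with every replicate also reaching it, limit read from the data, passing the limit was not always enough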
ERAP1 HTS inh: human ERAP1 aminopeptidase inhibitors, primary screen, biochemical, single point, plate reader | Endoplasmic reticulum aminopeptidase 1 (Homo sapiens), Q9NZ08 | recombinant ERAP1, Leu-AMC fluorescence, 60 min | inhibition, % at 10.7 µM | 340,000 compounds, 0.15% hits | AID 652197, 2013;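 active = mean replicate inhibition of at least 30%, or all replicates individually reaching that 30% level; inactive = mean below 30% and not every replicate reaching it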;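 note: 0% = neutral control wells and 100% = L-leucinethiol positive control wells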
Xi reactivation: activators of inactive X chromosome reactivation, primary screen, imaging, XiGFP fibroblasts, GFP high-content imaging, set 2 | XiGFP mouse fibroblasts, % GFP-positive cells imaging, 3 d; cells co-treated with 5-aza-dC sensitizer; scaled so ellipticine positive control = 100% | activation, % at 7.58 µM | 360,000 compounds, 0.055% hits;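 active = mean normalized replicate activation at least 10% and every replicate at or above 10%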;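 note: 0% = median of on-plate neutral control wells and 100% = ellipticine 6 µM median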
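Material: XiGFP fibroblasts, SV40-immortalized. Buffer or medium: DMEM plus 5-aza-dC sensitizer. Compound: single concentration per compound, delivered by pin transfer. Times: 3 days compound exposure. Controls: ellipticine 6 µM.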
* marks the source's active call; other numbers are inactive results; x = no result given; & = joins results of further samples.

nr | molecule | RAD54 inh | E-selectin induc | Xi reactivation | RAD52 anneal inh | ERAP1 HTS inh | S100A4 MyoIIA | esBAF inh | ERp5 block
1 | COc1cccc(-n2c(SCC(=O)N3CCc4ccccc43)nnc2-c2c[nH]c3ccccc23)c1 | 14 | -1.3 | 0.8 | 4 | -4 | 0 | 4 | -1
2 | COc1ccc(-c2nn(-c3ccccc3C)cc2CNC(C)c2cn(C)nc2C)cc1F (stereo unspecified) | -1 | x | -0.1 | -7 | -3 | -4 | -1 | -5
3 | CCC(C)(C)NC(=O)C(c1ccc(O)cc1)N(C(=O)Cn1nnc2ccccc21)c1ccc(NC(C)=O)cc1 (stereo unspecified) | -7 | -0.2 | 0.3 | -2 | -1 | -3 | 5 | -6
4 | COc1ccccc1Nc1nc(-c2ccccc2)nc2ccccc12 | x | x | 0.3 | -12 | -3 | -5 | x | 0
5 | NC1=NC(=O)/C(=C/c2c(OS(=O)(=O)c3ccc(Cl)cc3)ccc3ccccc23)S1 | x | x | 0.0 | -15 | 6 | 1 | x | 7
6 | Cc1cc(C)cc(C(=O)OCC(=O)NCc2ccco2)c1 | 4 | x | 0.1 | -11 | -12 | 0 | 0 | 6
7 | O=C(COC(=O)COc1ccccc1[N+](=O)[O-])NC1CCCCC1 | -9 | x | 0.0 | -8 | 0 | -2 | -3 | -6
8 | CCN(CC(=O)NC1CCS(=O)(=O)C1)C(=O)c1ccc(OC)c([N+](=O)[O-])c1 (stereo unspecified) | 7 | x | 0.0 | -13 | -1 | -8 | 0 | -12
9 | CCn1nnnc1NCc1c(OC)ccc2ccccc12 | x | 3.8 | 0.2 | -27 | 4 | 0 | x | 3
10 | Cc1csc(NC(=O)CN(C)S(=O)(=O)c2cccc3cccnc23)n1 | -5 | x | 0.1 | -14 | x | -6 | 2 | 6
11 | CCc1ccc([C@@H]2CC=C(C(=O)O)[C@H](c3ccccc3F)N2S(=O)(=O)c2ccc(C)cc2)cc1 | -2 | -0.1 | -0.1 | -9 | 2 | -5 | 5 | 2
12 | CC(=O)c1cccc(NC(=O)C(C)N2CCc3ccccc3C2)c1 (stereo unspecified) | -11 | 3.3 | 0.2 | -28 | -1 | -37 | -1 | -3
13 | O=C(NCc1cccc(Cl)c1)c1cccc(OC2CCN(C(=O)C3CC3)CC2)c1 | 0 | -1.9 | 0.4 | -15 | -1 | 0 | x | -15
14 | COc1ccc(NC(=O)C2CCN(C(=O)Nc3ccccc3)CC2)cc1S(=O)(=O)N(C)C | -18 | 0.0 | 0.0 | -7 | -2 | -4 | -1 | 4
15 | C[C@H]1CN([C@@H](C)CO)S(=O)(=O)c2ccc(/C=C/c3ccccc3)cc2O[C@H]1CN(C)C(=O)Nc1ccc(F)cc1 | -15 | 0.5 | -1.1 | 7 | 3 | -19 | -6 | 5
16 | CCCN(CCC)Cc1cc(=O)oc2cc(C)c(Cl)cc12 | -8 | -0.1 | 0.0 | -28 | 1 | -6 | 2 | 6
17 | COc1ccc([Si](C)(C)[C@@H]2[C@@H](CCO)O[C@]3(C(=O)N(c4ccccc4)c4ccccc43)[C@H]2C)cc1 | -15 | x | x | 5 | 1 | 8 | x | 0
18 | O=C(CCN1C(=O)[C@@H]2Cc3ccccc3CN2C1=O)NCc1ccc(Cl)cc1 | -5 | x | -0.1 | -5 | 1 | -5 | 1 | -10
19 | Cc1cc(C)n(-c2cc(C(=O)O)cc(C(=O)O)c2)n1 | x | 0.0 | 0.2 | -1 | -1 | -2 | x | -5
20 | Nc1ncnn1Cc1ccccc1 | 4 | -0.1 | 0.1 | -6 | -2 | 8 | 0 | 2
21 | Cc1cccc(CSc2ncnc3nc[nH]c23)c1 | 1 | 0.7 | 0.9 | -5 | 1 | -1 | 3 | 4
22 | COC(=O)CNC(=O)c1cc(-c2ccncc2)nc2ccc(C)cc12 | 11 | 0.0 | 0.7 | -16 | 4 | 1 | -4 | 6
23 | CCCCn1c(SCC(=O)NC(=O)Cc2ccccc2)nc2ccccc2c1=O | 7 | -0.2 | 0.0 | 2 | 1 | -5 | -4 | 6
24 | O=C1[C@H]2[C@@H](c3ccccc3)N[C@]3(CCCN(CC4CCCCC4)C3=O)[C@H]2C(=O)N1Cc1ccccc1 | -4 | x | 0.1 | -25 | -1 | 6 | -1 | 18
25 | COc1ccc(S(=O)(=O)N(C)C[C@H]2OCCCC[C@@H](C)Oc3ccc(NS(=O)(=O)c4ccc(F)cc4)cc3C(=O)N([C@H](C)CO)C[C@H]2C)cc1 | -5 | -0.1 | -0.1 | 34 | 0 | -67 | -4 | 0
26 | COC(C/C=C/[C@@H](O)[C@H](C)OCc1ccccc1)OC | 0 | 0.0 | 0.0 | x | x | x | -3 | x
27 | CCCN1[C@@H]2c3ccc(C4=CCCC4)c(=O)n3C[C@H]1[C@H](CO)[C@H]2C(=O)N(C)C | 1 | -0.2 | 0.0 | -2 | 1 | -2 | 1 | -4
28 | O=C(Nc1ccccc1Oc1cccnc1)C1CCCN(C/C=C/c2ccccc2)C1 (stereo unspecified) | 5 | -0.8 | 3.4 | -11 | 0 | -8 | 0 | 0
29 | CCC(=O)N1Cc2cc(C(=O)NCCOC)nc(-c3cccc(-c4ccc(C#N)cc4)c3)c2[C@H]1CCO | x | 0.0&-0.1 | 0.0&-0.1 | -4&-7 | 1&0 | 24&-3 | x | -2
30 | CCCN1C[C@@H](C)[C@@H](OC)CN(C)C(=O)c2cc(NC(=O)c3ccccc3F)ccc2OC[C@H]1C | 3 | 1.4 | -0.1 | 8 | -2 | 1 | -4 | 3
31 | C[C@@H]1CCCCO[C@H](CN(C)S(=O)(=O)c2cccs2)[C@H](C)CN([C@@H](C)CO)C(=O)c2cc(NC(=O)CCC(F)(F)F)ccc2O1 | -6 | 0.1 | 0.0 | -48 | 4 | 0 | 1 | -3
32 | Cc1ccc(S(=O)(=O)NC(CC(=O)OCc2ccccc2)C(=O)OCc2ccccc2)cc1 (stereo unspecified) | 0 | -0.9 | 0.1 | -2 | 0 | -2 | 5 | -1
33 | CC1Cc2ccccc2N1C(=O)CSc1ncc(-c2ccc(F)cc2)n1C (stereo unspecified) | 9 | x | 0.1 | -8 | 3 | 1 | 12 | 2
34 | Cc1ccccc1N1CC(O)(c2cccs2)[N+]2=C1CCCC2 (stereo unspecified) | x | 0.0 | 0.2 | -11 | 7 | -13 | x | 5
35 | O=C(Nc1c(F)cc(F)cc1Br)c1cc(S(=O)(=O)N2CCN(c3ccccn3)CC2)ccc1F | -3 | 0.1 | 0.2 | -4 | 0 | 3 | x | 2
36 | CCCCNC(=O)COC(=O)CNC(=O)c1cc(Cl)cc([N+](=O)[O-])c1 | x | 0.4 | 0.1 | 1 | -2 | 1 | x | -2
37 | C[C@H]1CN([C@@H](C)CO)C(=O)CCCn2nncc2CO[C@H]1CN(C)Cc1ccc(O)cc1 | -3 | 0.3 | -0.3 | -3 | 3 | 0 | -3 | -3
38 | CNc1cnc(-c2cc(OC)c(OC)c(OC)c2)cn1 | -8 | -0.1 | 0.1 | -3 | 0 | -24 | -2 | 0
39 | CCc1nc2ccc(C(=O)NCCNC(C)=O)cn2c1N(C)CCCc1ccccc1 | 5 | -0.2 | 0.1 | -2 | -2 | 2 | -2 | 2
40 | CC1CC(C)CN(S(=O)(=O)c2cccc(C(=O)N3CCN(c4ccc(F)cc4)CC3)c2)C1 (stereo unspecified) | 10 | x | 0.0 | -17 | -2 | -5 | 4 | 2
41 | Cc1nn(-c2ccccc2)c2sc(-c3nnc(SCC(=O)O)o3)cc12 | -1 | x | x | -14 | 1 | -3 | 0 | 0
42 | O=C(O)C[C@@H]1C=C[C@H](NC(=O)Nc2cc(F)ccc2F)[C@H](CO)O1 | -3 | -0.1 | 0.4 | -2 | 2 | 3 | -2 | -4
43 | O=C(CSc1nc2ccccc2c2c1CCCC2)N1CCOCC1 | -1 | 0.5 | 0.2 | -41 | 3 | 0 | -5 | 2
44 | O=C(N/N=C/c1cccc([N+](=O)[O-])c1)C1COc2ccccc2O1 (stereo unspecified) | x | x | 0.0 | -3 | -1 | -3 | 3 | -5
45 | CN(C)CC#Cc1ccc([C@@H]2[C@H](CO)N3CCCCN(C(=O)C4CCCC4)C[C@@H]23)cc1 | 1 | x | x | 5 | -2 | -13 | x | 9
46 | Cc1cc(C)c(N2C(=O)C3C4CC(=O)C(c5ccccc54)C3C2=O)c(C)c1 (stereo unspecified) | -4 | 12 | 0.3 | -3 | x | 2 | x | 1
47 | C=CCNC(=S)NNC(=O)c1cccnc1 | 10 | 0.0 | 0.1 | -8 | 10 | -6 | x | 3
48 | COc1ccccc1OCC(=O)N1CCCC(Nc2ccc(F)c(F)c2)C1 (stereo unspecified) | -11 | -0.2 | -0.1 | -4 | -2 | 0 | x | -2
49 | COc1ccc(-n2ccc(=O)c(C(=O)O)n2)cc1 | -4 | x | 0.0 | -8 | -2 | 4 | 0 | 3
50 | Cc1onc(C(=O)Nc2sc3c(c2C#N)CCCC3)c1[N+](=O)[O-] | x | 1.4 | 0.0 | -8 | 0 | 6 | x | 3

(more compounds)
nr | molecule | RAD54 inh | E-selectin induc | Xi reactivation | RAD52 anneal inh | ERAP1 HTS inh | S100A4 MyoIIA | esBAF inh | ERp5 block
51 | COCC(=O)Nc1ccc2c(c1)[C@H]1C[C@@H](CC(=O)NCc3cccnc3)O[C@@H](CO)[C@H]1O2 | 7 | -0.2 | -0.1 | -3 | 0 | 11 | 3 | -8
52 | CCCCCOc1ccc(C(=O)CCC(=O)NC(C)c2ccc(S(N)(=O)=O)cc2)cc1 (stereo unspecified) | 0 | 0.1 | -0.2 | -11 | -6 | 2 | -1 | -3
53 | Cc1cc(=O)[nH]c2c(C)cc(S(=O)(=O)N3CCCCC3)cc12 | 6 | -0.2 | 0.1 | -1 | 0 | 4 | -9 | 4
54 | COc1cccc(S(=O)(=O)N2C[C@H](O)COC[C@@H]3O[C@H](CC(=O)N4CCN(c5ccccc5)CC4)CC[C@H]32)c1 | 9 | 0.0 | -0.1 | x | x | x | 1 | x
55 | COc1ccc(F)cc1CN1CCN(C(=O)CCC(=O)Nc2nnc(C(C)C)s2)CC1 | -6 | x | x | -4 | 0 | -4 | -7 | -3
56 | CSc1ccc(-c2nc(CSCC(=O)NC3CC3)c(C)o2)cc1 | -3 | x | 0.5 | -12 | -3 | 0 | -29 | -2

Compound profiles, as listed above. Values in the order: RAD54 inh, E-selectin induc, Xi reactivation, RAD52 anneal inh, ERAP1 HTS inh, S100A4 MyoIIA, esBAF inh, ERp5 block
COc1ccc(F)cc1CN1CCN(C(=O)CCC(=O)Nc2nnc(C(C)C)s2)CC1 is entered as -6, x, x, -4, 0, -4, -7, -3
Cc1cc(=O)[nH]c2c(C)cc(S(=O)(=O)N3CCCCC3)cc12 is entered as 6, -0.2, 0.1, -1, 0, 4, -9, 4
CSc1ccc(-c2nc(CSCC(=O)NC3CC3)c(C)o2)cc1 is entered as -3, x, 0.5, -12, -3, 0, -29, -2
